# Menin MLL FP TR – displaces Texas Red mutant MLL peptide from human menin; Menin + Texas Red MLL mutant peptide, fluorescence polarization; Potency, µM (top dose mostly 61.6 µM), inactives show at the highest dose FP activity change, negative = inhibition, most hits filed as inhibitors; 270,000 tested, 0.23% active; AID 1768; active means well fitted inhibition curve with a large enough effect in the polarisation, with a control signal flat, not every such curve was filed as active; inconclusive means small, poorly fitted or top-dose-only effect, or effect the other way, or a change in a side signal; inactive means no such curve, though single readings can be large or run the other way; the % refers to the polarisation; further: potency means the concentration at half of the fitted maximal effect; % of control where 0% means no effect; many of its hits are not listed in these tables
# ASM inhibitor – blocks human secretory acid sphingomyelinase; P17405; Potency, µM (top dose mostly 57.5 µM), without a hit: at the highest dose activity change, negative = inhibition, most hits filed as inhibitors; placental ASM, HMU-PC fluorogenic substrate, 60 min; 340,000 tested, 0.006% active; further: potency means the concentration at half of the fitted maximal effect
#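 Human placenta-derived ASM preincubated with compound 10 min at room temperature, then reacted with 9 uM (final) fluorogenic HMU-PC substrate for 60 min at 37 C. Stop solution raises pH to 10; fluorescence read at Ex 386/Em 447 nm.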
# BCR signal inh – chronic active BCR signaling inhibition; ABC-DLBCL IkBa-CBG/CBR reporter, luminescence ratio, 4 h; 340,000 tested, 0.05% active; Potency, µM (top dose mostly 46.1 µM), for the others: at the top dose ratio change, negative = lower green/red ratio, actives largely listed as inhibitors; active means well fitted inhibition curve with a large enough effect in the signal ratio, with a control signal flat, not every such curve was filed as active; inconclusive means small, poorly fitted or top-dose-only effect, or effect the other way, or a change in a side signal; the % refers to the signal ratio;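 further: potency means the concentration at half of the fitted maximal effect; plate controls were basal doxycycline-induced cells for no effect and cells given 10 µM MG132 for full effect; MG132 reads +100%, hits lower the ratio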
#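 Cell line TMD8 (human ABC DLBCL), stably expressing tet-inducible CBG68-IkBa fusion and CBR; IMDM/0.5% FBS; cpd up to 46 uM; dox induction, 4 h, 37C/5% CO2; dual luminescence; green/red ratio; MG132 control.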
# Giardia kill – Giardia lamblia killing. 340,000 tested, 0.15% active. Giardia lamblia trophozoite viability. activity change, % at 7.66 µM, hits read low; in the data active means activity change below about -80%; inconclusive means between about -30% and that limit;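 further: parasites exposed to compound for two days anaerobically before the ATP read; on the % scale 0 is the no-effect control and ±100 the full control effect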
#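 ATP-content bioluminescence gauges trophozoite survival. Cells (100/well) receive compound and incubate anaerobically for 48 hrs at 37 deg C; detection reagent follows for 15-30 min at room temperature.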
# FBPA coupling cs – coupling enzyme interference in Giardia aldolase counter-screen; 290,000 tested, 0.67% active; AID 2472; coupling enzyme system counterscreen, AmpLite Red fluorescence; activity change, negative = inhibition, % at 58.2 µM, hits read low; in the data active means activity change below about -30%; further: on the % scale 0 is the no-effect control and ±100 the full control effect
#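 First, compound is pin-transferred into glyceraldehyde-3-phosphate coupling-enzyme reagent at 57.5 uM final and held 10 min at RT. Next, substrate, coupling system and AmpLite Red are added. After 20 min RT, fluorescence (525/598 nm) is read.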
# PKM2 activator – PKM2 (human) enzyme activation. P14618. purified PKM2, Kinase-Glo ATP luminescence, activation; response scale: 0% is enzyme alone, no compound. Potency, µM (titrated, usually from 57.5 µM), without a hit: at the top dose activation, actives largely listed as activators. 260,000 tested, 0.34% active. AID 1631; further: potency means the concentration at half of the fitted maximal effect; on the % scale 0 is the no-effect control and ±100 the full control effect; nearly all actives have a fitted effect of over 55% in size
# Target sequence (P14618 whole entry, looked up): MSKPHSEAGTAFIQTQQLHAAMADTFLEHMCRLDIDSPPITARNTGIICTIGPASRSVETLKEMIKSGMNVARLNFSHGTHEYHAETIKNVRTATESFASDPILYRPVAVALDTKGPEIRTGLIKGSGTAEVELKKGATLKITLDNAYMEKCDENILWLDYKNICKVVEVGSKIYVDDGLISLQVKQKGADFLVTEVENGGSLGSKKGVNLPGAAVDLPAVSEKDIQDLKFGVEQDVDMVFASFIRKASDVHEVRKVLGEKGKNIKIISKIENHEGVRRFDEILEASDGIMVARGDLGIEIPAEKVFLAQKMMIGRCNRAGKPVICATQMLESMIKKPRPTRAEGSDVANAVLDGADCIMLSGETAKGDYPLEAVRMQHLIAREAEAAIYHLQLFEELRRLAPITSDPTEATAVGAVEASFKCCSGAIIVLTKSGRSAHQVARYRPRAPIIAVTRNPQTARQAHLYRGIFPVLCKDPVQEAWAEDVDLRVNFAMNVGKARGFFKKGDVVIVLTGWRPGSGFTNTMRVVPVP
#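 hPK-M2, >95% pure; 0.1 mM ADP / 0.5 mM PEP final; imidazole pH7.2 buffer w/ 7 mM MgCl2, 50 mM KCl; 1 h RT; Kinase-Glo lum. Intermediate enzyme activity for dual inhibitor/activator qHTS.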
# PTAP TSG101 blk – blocks PTAP/TSG101 interaction to inhibit HIV-1 budding; Q99816; Fluorescence polarization, FITC-PTAP peptide / Tsg101 binding; Potency, µM (titrated, usually from 115 µM), inactives show at the highest dose activity change, negative = inhibition, hits mostly inhibitors; 340,000 tested, under 10 active; AID 493005; active means well fitted inhibition curve with a large enough effect in the main read-out, with a control signal flat, not every such curve was filed as active; inconclusive means small, poorly fitted or top-dose-only effect, or effect the other way, or a change in a side signal; inactive means no such curve, though single readings can be large or run the other way; further: potency means the concentration at half of the fitted maximal effect; % of control where 0% means no effect
#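 Tsg101 binding domain (10 uM final) was mixed with compound and a FITC-labeled PTAP peptide (50 nM final) in HEPES pH 7.5 buffer with NaCl, Tween 20, EDTA and TCEP; fluorescence polarization was read after 20 min at r.t.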
# GALK inh – blocks human galactokinase activity; P51570; Purified GALK, Kinase-Glo residual ATP luminescence; Potency, µM (series often up to 57.5 µM), for inactives: top-dose activity change, negative = inhibition, hits mostly inhibitors; 270,000 tested, 0.007% active; AID 1868; further: potency means the concentration at half of the fitted maximal effect; on the % scale 0 is the no-effect control and ±100 the full control effect
# Target sequence (P51570 whole entry, looked up): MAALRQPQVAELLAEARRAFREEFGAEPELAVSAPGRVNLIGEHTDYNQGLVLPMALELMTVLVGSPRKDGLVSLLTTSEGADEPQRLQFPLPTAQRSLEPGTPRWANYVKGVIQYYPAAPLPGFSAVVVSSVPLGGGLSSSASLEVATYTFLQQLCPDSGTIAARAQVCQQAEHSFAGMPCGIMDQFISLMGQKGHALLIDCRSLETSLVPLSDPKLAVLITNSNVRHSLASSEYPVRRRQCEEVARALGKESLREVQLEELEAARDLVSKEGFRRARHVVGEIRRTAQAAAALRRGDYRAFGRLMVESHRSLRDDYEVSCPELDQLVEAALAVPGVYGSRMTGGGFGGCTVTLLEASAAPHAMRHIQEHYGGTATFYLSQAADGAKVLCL
#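 GALK at 5 nM final was combined with compound, 35 uM ATP and 100 uM galactose in HEPES pH8.0 with MgCl2 and DTT. The reaction ran one hour at room temperature before luminescent ATP detection.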
# Tb PFK inh – inhibitors of T. brucei phosphofructokinase; Potency, µM (top dose mostly 57.5 µM), without a hit: at the top dose activity, negative = inhibition, hits mostly inhibitors; O15648; T. brucei PFK, ADP-Glo luminescence; 330,000 tested, 0.17% active;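 further: potency means the concentration at half of the fitted maximal effect; 0% = uninhibited 1x PFK enzyme wells and -100% = no-enzyme wells; nearly all actives have a fitted effect of over 60% in size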
#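 Activity is normalized to no-enzyme wells (full inhibition) and 1.25 nM enzyme wells (no inhibition). Reaction: 0.5 mM F6P, 0.1 mM ATP, 45 min RT, ADP-Glo luminescence; concentration-response curves fitted and classed by quality.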
# Integrin act MD – activates integrin-mediated alleviation for muscular dystrophy | alpha7betagal myoblasts, beta-gal FDG fluorescence, 48 h | Potency, µM (titrated, usually from 38.3 µM), inactives show at the top dose activation, most hits filed as activators | 350,000 tested, 0.064% active | AID 624291;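 further: potency means the concentration at half of the fitted maximal effect; 100% = response of the positive control SU9516; nearly all actives have a fitted effect of over 60% in size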
#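 alpha7betagal+/- myoblasts (passage 13, 250/well) treated 48 h at 37C with compounds at 1:260 dilution of DMSO stock. Lysed, then beta-galactosidase activity read as FDG fluorescence (ex 480/em 540) after 30 min, with pre-read for autofluorescence.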
# B2AR arrestin – beta2AR (human) beta-arrestin recruitment activity. Potency, µM (doses to about 46.1 µM), for the others: top-dose activation, most hits filed as activators. AID 492947. P07550. beta-arrestin recruitment to beta2AR, cell-based reporter. 330,000 tested, 0.02% active;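 further: potency means the concentration at half of the fitted maximal effect; 0% = DMSO controls and full agonism = EC100 isoproterenol or metaproterenol; nearly all actives have a fitted effect of over 65% in size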
# Numbers without * were called inactive; ? = inconclusive; · = not tested or not shown; [ ] = remark or other dose. Unless noted, the call rests on the fitted dose curve; in most records, active means well fitted curve in the direction sought with a large enough effect; inconclusive means small, poorly fitted or top-dose-only effect, or another doubt; inactive means no such curve, though single readings can be large; an effect the other way counts as inactive or inconclusive.
item	compound	Menin MLL FP TR	ASM inhibitor	BCR signal inh	Giardia kill	FBPA coupling cs	PKM2 activator
1	Cc1ccc(NC(=O)CSc2nnc(NC(=O)C3CC3)s2)cc1C	-16%	3%	-4%	-2	4	-13%
2	O=C1C2C(C(=O)N1CCN1CCN(Cc3ccc([N+](=O)[O-])cc3)CC1)[C@H]1C=C[C@@H]2C1 (stereo partly drawn)	·	1%	1%	6	0	1%
3	CCN1CCCC1CNC(=O)c1ccc(Sc2ccccc2Cl)c([N+](=O)[O-])c1 (stereo not drawn)	-21%	-7%	?	-13	2	-3%
4	COc1ccccc1NC(=O)C1CCCN(S(=O)(=O)c2ccccc2)C1 (stereo not drawn)	-11%	2%	-1%	-5	-1	-1%
5	Nc1nonc1C(=O)NCCN=Cc1cc(Cc2ccccc2)cc(Br)c1O	1%	-12%	2%	3	-2	6%
6	CC1CCCN(CCCNS(=O)(=O)c2ccc3c(c2)CCN3C(=O)C2CC2)C1 (stereo not drawn)	·	0%	4%	3	·	·
7	CNC(=O)CCSc1ccc(C)cc1	-22%	1%	3%	-2	-2	-5%
8	O=Cc1cn(CCOc2ccccc2F)c2ccccc12	23%	0%	?	0	3	0%[11.5 µM]
9	CCOc1ccc(C(CCc2ccccc2)NC(=O)c2ccccc2OC)cc1OCC (stereo not drawn)	?	-9%	19%	-2	0	1%
10	Cc1ccc(O)c(C2=Nc3ccccc3N=C(c3ccc([N+](=O)[O-])cc3)C2)c1	16%	-4%	4%	3	-1	-3%
11	Brc1ccc2[nH]ncc2c1	13%	1%	-4%	-5	2	-2%
12	Cc1cccc(-c2nsc(SCC(=O)c3ccc(Cl)cc3)n2)c1	-14%	-3%	?	-8	4	-6%
13	NC(=O)CSc1nc2ccccc2n1Cc1ccccc1	-15%	0%	?	6	-1	15%
14	COc1ccc(C(=O)NCCc2cn3ccccc3n2)cc1	·	1%	?	-17	1	-2%
15	O=C(CNC(=O)c1ccc(Br)cc1)N/N=C/c1ccc[nH]1	15%	3%	?	-21	-16	0%

item	PTAP TSG101 blk	GALK inh	Tb PFK inh	Integrin act MD	B2AR arrestin
1	-2%	0%	-4%	-24%	0.1%
2	1%	0%	2%	-10%	0.1%
3	1%	0%	7%	-58%[inhibitor]	1.0%
4	-2%	3%	-7%	27%	-1.0%
5	-29%	-2%	-1%	-56%[inhibitor]	-1.0%
6	1%	0%	2%	-16%	0.3%
7	-4%	-3%	0%	18%	0.0%
8	-8%	-4%	-8%	-23%	3.5%
9	-9%	-3%	5%	-7%	-0.5%
10	23%	·	-2%	9%	-0.4%
11	-2%	-2%	-12%	-4%	-1.5%
12	-1%	-1%	-2%	23%	-2.1%
13	-7%	0%	-3%	13%	-0.3%
14	-2%	6%	0%	-3%	0.1%
15	0%	0%	2%	16%	-0.7%

# Two records drawn at random from the list so far:
item	compound	Menin MLL FP TR	ASM inhibitor	BCR signal inh	Giardia kill	FBPA coupling cs	PKM2 activator
10	Cc1ccc(O)c(C2=Nc3ccccc3N=C(c3ccc([N+](=O)[O-])cc3)C2)c1	16%	-4%	4%	3	-1	-3%
4	COc1ccccc1NC(=O)C1CCCN(S(=O)(=O)c2ccccc2)C1 (stereo not drawn)	-11%	2%	-1%	-5	-1	-1%

item	PTAP TSG101 blk	GALK inh	Tb PFK inh	Integrin act MD	B2AR arrestin
10	23%	·	-2%	9%	-0.4%
4	-2%	3%	-7%	27%	-1.0%

# Additional entries:
item	compound	Menin MLL FP TR	ASM inhibitor	BCR signal inh	Giardia kill	FBPA coupling cs	PKM2 activator
16	c1coc(CSSCc2ccco2)c1	·	1%	?	3	·	·
17	CCc1ccc(CN(C)CCc2ccccn2)cc1	-15%	-2%	?	-10	-1	14%
18	CC(Oc1ccccc1)C(=O)N=Nc1c(O)[nH]c2ccc([N+](=O)[O-])cc12 (stereo not drawn)	?	-9%	2%	8	0	4%
19	C/C(CCc1ccc2c(c1)OCO2)=N\N=C(/N)SC1CC(=O)N(c2ccc(Cl)cc2)C1=O (stereo not drawn)	?	-21%	?	-6	0	-3%
20	CCOc1ccccc1OCC(=O)Nc1cc(C)on1	·	2%	0%	-10	·	·

item	PTAP TSG101 blk	GALK inh	Tb PFK inh	Integrin act MD	B2AR arrestin
16	1%	·	0%	-63%[inhibitor]	0.1%
17	-2%	-6%	-1%	17%	0.4%
18	-7%	-4%	1%	19%	-0.1%
19	1%	-5%	0%	25%	0.2%
20	-2%	·	2%	6%	-0.2%

# Sorted by number of heavy atoms (lowest first): some entries from above.
item	compound	Menin MLL FP TR	ASM inhibitor	BCR signal inh	Giardia kill	FBPA coupling cs	PKM2 activator
16	c1coc(CSSCc2ccco2)c1	·	1%	?	3	·	·
17	CCc1ccc(CN(C)CCc2ccccn2)cc1	-15%	-2%	?	-10	-1	14%
20	CCOc1ccccc1OCC(=O)Nc1cc(C)on1	·	2%	0%	-10	·	·
13	NC(=O)CSc1nc2ccccc2n1Cc1ccccc1	-15%	0%	?	6	-1	15%
19	C/C(CCc1ccc2c(c1)OCO2)=N\N=C(/N)SC1CC(=O)N(c2ccc(Cl)cc2)C1=O (stereo not drawn)	?	-21%	?	-6	0	-3%

item	PTAP TSG101 blk	GALK inh	Tb PFK inh	Integrin act MD	B2AR arrestin
16	1%	·	0%	-63%[inhibitor]	0.1%
17	-2%	-6%	-1%	17%	0.4%
20	-2%	·	2%	6%	-0.2%
13	-7%	0%	-3%	13%	-0.3%
19	1%	-5%	0%	25%	0.2%

# Assay outcomes from PubChem BioAssay.

# Some of the compounds tested; the hit share may differ from the screen's.
